Bioassay records deposited in PubChem BioAssay by National Center for Advancing Translational Sciences (NCATS).
a7 integrin act = activators of alpha7 integrin expression for muscular dystrophy. 350,000 tested, 0.064% active. Potency, µM (series often up to 38.3 µM), for inactives: at the highest dose activation, actives largely listed as activators. alpha7betagal myoblasts, beta-gal FDG fluorescence, 48 h. AID 624291;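 further: potency means the concentration at half of the fitted maximal effect; 100% = response of the positive control SU9516; nearly all actives have a fitted effect of over 60% in size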
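Alpha7betagal+/- myoblasts (passage 13) were plated 16-24 hr, then exposed to compounds (1:260 dilution of DMSO stock) for 48 hours at 37C. After MPER lysis, β-galactosidase reporter activity was read as FDG fluorescence (ex 480/em 540) after 30 minutes.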
BCR signal inh = blocks chronic active B-cell receptor signaling | ABC-DLBCL IkBa-CBG/CBR reporter, luminescence ratio, 4 h | Potency, µM (top dose mostly 46.1 µM), for the others: at the top dose ratio change, negative = lower green/red ratio, actives largely listed as inhibitors | 340,000 tested, 0.05% active | AID 493014; active means well fitted inhibition curve with a large enough effect in the signal ratio, with a control signal flat, not every such curve was filed as active; inconclusive means small, poorly fitted or top-dose-only effect, or effect the other way, or a change in a side signal; the % refers to the signal ratio;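 further: potency means the concentration at half of the fitted maximal effect; plate controls were basal doxycycline-induced cells for no effect and cells given 10 µM MG132 for full effect; MG132 reads +100%, hits lower the ratio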
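Cell line TMD8 (human ABC DLBCL), stably expressing tet-inducible CBG68-IkBa fusion and CBR; IMDM/0.5% FBS; cpd up to 46 uM; dox induction, 4 h, 37C/5% CO2; dual luminescence; green/red ratio; MG132 control.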
PTAP TSG101 blk = blocks PTAP/TSG101 interaction to inhibit HIV-1 budding. Potency, µM (series often up to 115 µM), inactives show top-dose activity change, negative = inhibition, most hits filed as inhibitors. AID 493005. Fluorescence polarization, FITC-PTAP peptide / Tsg101 binding. 340,000 tested, under 10 active. Q99816; active means well fitted inhibition curve with a large enough effect in the main read-out, with a control signal flat, not every such curve was filed as active; inconclusive means small, poorly fitted or top-dose-only effect, or effect the other way, or a change in a side signal; inactive means no such curve, though single readings can be large or run the other way; further: potency means the concentration at half of the fitted maximal effect; % of control where 0% means no effect
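Fluorescence polarization binding of Tsg101 binding domain (10 uM final) to FITC-labeled PTAP peptide (50 nM final) in HEPES pH 7.5 buffer with NaCl, Tween 20, EDTA, TCEP. Compounds added before peptide; binding 20 min at RT.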
B2AR arrestin = agonists driving beta-arrestin recruitment to human beta2-adrenergic receptor. P07550. beta-arrestin recruitment to beta2AR, cell-based reporter. Potency, µM (highest dose often 46.1 µM), inactives show at the highest dose activation, most hits filed as activators. 330,000 tested, 0.02% active. AID 492947;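 further: potency means the concentration at half of the fitted maximal effect; 0% = DMSO controls and full agonism = EC100 isoproterenol or metaproterenol; nearly all actives have a fitted effect of over 65% in size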
Target sequence (P07550 whole entry, looked up): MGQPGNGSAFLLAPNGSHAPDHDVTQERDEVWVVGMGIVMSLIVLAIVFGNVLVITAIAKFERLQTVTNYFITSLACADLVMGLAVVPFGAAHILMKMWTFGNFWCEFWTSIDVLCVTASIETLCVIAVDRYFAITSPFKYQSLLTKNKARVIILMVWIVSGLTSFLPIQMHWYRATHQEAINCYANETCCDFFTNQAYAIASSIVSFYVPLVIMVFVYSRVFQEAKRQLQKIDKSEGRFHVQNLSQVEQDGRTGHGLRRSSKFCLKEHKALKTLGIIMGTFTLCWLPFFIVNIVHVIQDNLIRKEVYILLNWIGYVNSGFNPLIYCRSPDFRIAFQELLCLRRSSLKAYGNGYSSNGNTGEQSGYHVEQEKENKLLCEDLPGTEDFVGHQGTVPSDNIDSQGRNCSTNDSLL
Giardia killer = kills Giardia lamblia; Giardia lamblia trophozoite viability; activity change, % at 7.66 µM, hits read low; 340,000 tested, 0.15% active; AID 540267; in the data active means activity change below about -80%; inconclusive means between about -30% and that limit;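 further: parasites exposed to compound for two days anaerobically before the ATP read; on the % scale 0 is the no-effect control and ±100 the full control effect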
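Luminescent ATP signal served as the viability read-out, measured 15-30 min after adding ATP detection reagent to trophozoites that had been incubated with compounds for 48 hrs at 37 deg C anaerobically at 100 cells/well.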
Tb PFK block = inhibitors of T. brucei phosphofructokinase; 330,000 tested, 0.17% active; O15648; Potency, µM (top dose mostly 57.5 µM), inactives show at the top dose activity, negative = inhibition, most hits filed as inhibitors; AID 485367; T. brucei PFK, ADP-Glo luminescence;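 further: potency means the concentration at half of the fitted maximal effect; 0% = uninhibited 1x PFK enzyme wells and -100% = no-enzyme wells; nearly all actives have a fitted effect of over 60% in size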
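Compounds were pin-transferred as a titration series up to 57 uM into substrate buffer (0.5 mM F6P, 0.1 mM ATP, pH 8.0), then 1.25 nM PFK was added and reactions ran 45 min before ADP-Glo detection.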
PKM2 activator = increases activity of human pyruvate kinase M2; P14618; purified PKM2, Kinase-Glo ATP luminescence, activation; response scale: 0% is enzyme alone, no compound; Potency, µM (series often up to 57.5 µM), inactives show at the highest dose activation, actives largely listed as activators; 260,000 tested, 0.34% active; further: potency means the concentration at half of the fitted maximal effect; on the % scale 0 is the no-effect control and ±100 the full control effect; nearly all actives have a fitted effect of over 55% in size
Target sequence (P14618 whole entry, looked up): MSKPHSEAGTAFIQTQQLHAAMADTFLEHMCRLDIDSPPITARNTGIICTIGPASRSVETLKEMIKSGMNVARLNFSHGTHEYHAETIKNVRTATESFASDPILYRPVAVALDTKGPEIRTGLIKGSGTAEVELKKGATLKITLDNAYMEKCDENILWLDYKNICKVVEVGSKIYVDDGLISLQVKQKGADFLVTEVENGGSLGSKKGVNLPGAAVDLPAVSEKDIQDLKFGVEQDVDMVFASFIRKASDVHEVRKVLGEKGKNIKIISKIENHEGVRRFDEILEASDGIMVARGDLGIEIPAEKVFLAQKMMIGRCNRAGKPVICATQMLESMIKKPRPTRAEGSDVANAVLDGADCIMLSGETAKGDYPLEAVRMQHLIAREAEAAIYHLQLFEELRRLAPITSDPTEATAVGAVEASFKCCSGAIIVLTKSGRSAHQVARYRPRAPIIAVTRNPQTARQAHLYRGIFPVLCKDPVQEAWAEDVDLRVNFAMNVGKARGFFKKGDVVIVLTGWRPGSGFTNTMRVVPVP
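Purified hPK-M2 (>95% pure) converted ADP (0.1 mM final) to ATP with 0.5 mM PEP in 50 mM imidazole pH7.2, KCl, MgCl2, Tween 20, BSA; 1 h at room temperature. ATP detected by Kinase-Glo luminescence.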
GALK inh = inhibitors of human galactokinase. Purified GALK, Kinase-Glo residual ATP luminescence. Potency, µM (highest dose often 57.5 µM), for inactives: top-dose activity change, negative = inhibition, most hits filed as inhibitors. 270,000 tested, 0.007% active. AID 1868; further: potency means the concentration at half of the fitted maximal effect; on the % scale 0 is the no-effect control and ±100 the full control effect
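Galactose (100 uM) and ATP (35 uM) were turned over by 5 nM GALK for 1 h at RT. Kinase-Glo Plus then converted the remaining ATP into a luminescent signal.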
Menin MLL FP TR = inhibitors of human menin-MLL interaction, mutant MLL peptide | 270,000 tested, 0.23% active | Potency, µM (doses to about 61.6 µM), for inactives: at the top dose FP activity change, negative = inhibition, most hits filed as inhibitors | AID 1768 | Menin + Texas Red MLL mutant peptide, fluorescence polarization | O00255; active means well fitted inhibition curve with a large enough effect in the polarisation, with a control signal flat, not every such curve was filed as active; inconclusive means small, poorly fitted or top-dose-only effect, or effect the other way, or a change in a side signal; inactive means no such curve, though single readings can be large or run the other way; the % refers to the polarisation; further: potency means the concentration at half of the fitted maximal effect; % of control where 0% means no effect; many of its hits are not listed in these tables
Coupling enz = coupling enzyme interference in Giardia aldolase counter-screen | 290,000 tested, 0.67% active | AID 2472 | coupling enzyme system counterscreen, AmpLite Red fluorescence | activity change, negative = inhibition, % at 58.2 µM, hits read low; in the data active means activity change below about -30%; further: on the % scale 0 is the no-effect control and ±100 the full control effect
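Compounds tested against the coupling enzymes alone at 57.5 uM final; readout was AmpLite Red fluorescence (525/598 nm) after 20 min at RT.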
ASM inhibitor = human S-ASM enzyme inhibition; P17405; placental ASM, HMU-PC fluorogenic substrate, 60 min; Potency, µM (doses to about 57.5 µM), inactives show top-dose activity change, negative = inhibition, most hits filed as inhibitors; 340,000 tested, 0.006% active; AID 504937; further: potency means the concentration at half of the fitted maximal effect
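Fluorescence read-out (Ex 386 nm, Em 447 nm) after stopping the reaction at pH 10. Enzyme: ASM from human placenta; substrate HMU-PC0, 9 uM final; 60 min, 37 °C. Compound preincubation 10 min, ambient temperature.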
* hit, by the source's call; ? = inconclusive; · = not tested or not shown; [ ] = another dose, or the depositor's remark. Unless noted, the call rests on the fitted dose curve; in most records, active means well fitted curve in the direction sought with a large enough effect; inconclusive means small, poorly fitted or top-dose-only effect, or another doubt; inactive means no such curve, though single readings can be large; an effect the other way counts as inactive or inconclusive. Some of the compounds tested (hit frequency here may not be typical).

SMILES | a7 integrin act | BCR signal inh | PTAP TSG101 blk | B2AR arrestin | Giardia killer | Tb PFK block | PKM2 activator | GALK inh | Menin MLL FP TR | Coupling enz | ASM inhibitor
Cc1ccc(OCC(O)CNC(C)c2ccccc2)cc1C (centres undefined) | 41% | -10% | -2% | -0.4% | 29 | 0% | · | 0% | · | · | -3%
CCN(c1ccccc1)S(=O)(=O)c1ccc(OCc2c(C)noc2C)cc1 | -11% | -1% | -2% | 0.1% | 3 | 2% | -3% | 3% | -9% | 6 | -2%
Cc1cccc(NC(=O)NNC(=O)CCc2ccccc2)c1 | 42% | 3% | -12% | 0.0% | -19 | -4% | 1% | 2% | 1% | 1 | -1%
CCn1c(SCC(=O)c2cc(OC)ccc2OC)nc2c1c(=O)n(C)c(=O)n2C | · | ? | · | 0.0% | · | 14% | 0% | 2% | 1% | 0 | ·
Cc1ccc(-c2c(C)n([O-])c3c([n+]2=O)CCCCC3)o1 | 17% | 5% | -9% | 0.0% | -8 | 6% | -1% | -1% | 27% | 0 | 3%
CCC(C)NC(=O)C1CCN(S(=O)(=O)N2CCCC2)CC1 (centres undefined) | 9% | 0% | -15% | -0.2% | 5 | -2% | -8% | 0% | -9% | 0 | 1%
COc1ccc(C(=O)NCC(=O)OCC(=O)c2cc(OC)c(OC)c(OC)c2)cc1OC | 17% | -8% | -4% | 0.0% | 5 | -1% | -3% | -4% | -10% | 5 | 0%
Cc1ccc2sc(N(CCN(C)C)C(=O)c3ccc(S(=O)(=O)N4CC(C)OC(C)C4)cc3)nc2c1C (centres undefined) | -47%[inhibitor] | 12% | -3% | 0.4% | -7 | 2% | -7% | 6% | -26% | 0 | -1%
COc1ccccc1N1CCN(C(=O)COc2cc(C)cc3oc(=O)cc(C)c23)CC1 | 3% | 4% | -3% | -0.2% | -3 | 1% | · | -5% | · | · | -1%
COc1ccc(/C=C/C(=O)OCC(=O)NCCC2=CCCCC2)cc1S(=O)(=O)N1CCOCC1 | 9% | -11% | -2% | -0.2% | -6 | 0% | -1% | -1% | -9% | -1 | -6%
COc1ccc(/C=N/n2cnn(Cc3ccccc3Cl)c2=S)cc1OC | 17% | -17% | -2% | 0.2% | 5 | -6% | 6% | -3% | -24% | -3 | -8%
N#C/C(C(=O)N1CCOCC1)=C1/SC(Cc2ccc(F)cc2)C(=O)N1c1ccccc1 (centres undefined) | 14% | -8% | 0% | -0.5% | 4 | 2% | -6% | · | 1% | 3 | 1%
O=C(Nc1ccccc1)C(Cc1ccccc1)NC(=O)C12CC3CC(CC(C3)C1)C2 (centres undefined) | -8% | 4% | -6% | -0.3% | 2 | -2% | -1% | 1% | -3% | · | 2%
COc1ccc(Cl)cc1NC(=S)N(Cc1ccc(C(=O)O)cc1)Cc1ccc(OC)c(OC)c1 | 13% | ? | -3% | -0.2% | -3 | ? | -2% | 1% | ? | 11 | 13%
CC(C)C(=O)NNC(=O)CN1CCN(c2nc(-c3ccccc3)cs2)CC1 | -21% | 8% | -2% | 0.2% | 8 | 3% | 4% | 0% | 0% | -1 | 4%
Cc1ccccc1-n1c(SCC(=O)Nc2c(C)cccc2C)nc(O)cc1=O | -48%[inhibitor] | 13% | -1% | 0.1% | -6 | 1% | 9% | 0% | -1% | 2 | -1%
CC(=O)c1ccc(NC(=O)CNC2CCCCC2)cc1 | -48%[inhibitor] | 5% | -1% | 0.3% | 12 | -3% | · | 4% | ? | 0 | 0%
Cc1cc(C)c(S(=O)(=O)N(CC(=O)N2CCCC2)C2CCCCC2)c(C)c1 | -17% | · | -8% | · | 5 | · | -2% | 1% | ? | -2 | 2%
Cc1cccc(N2CCN(C(=O)c3ccccc3NC(=O)C3CCCCC3C(=O)O)CC2)c1 (centres undefined) | -4% | 5% | -3% | -1.6% | -17 | -1% | 1% | · | 1% | 11 | 3%
CCOC(=O)c1ccc(-n2ncc(C(=O)OCC)c2N)cc1 | 8% | -4% | -3% | 0.1% | -22 | 15% | 1% | -2% | -4% | 1 | -7%
CN(CC(=O)Nc1cc(S(=O)(=O)N2CCCC2)ccc1Cl)Cc1cccs1 | -36% | 9% | -1% | 0.1% | 14 | 0% | -6% | -1% | · | -3 | -1%
O=C(c1csc(Nc2cccc3ccccc23)n1)N1CCCC1 | -18% | -1% | 1% | -0.3% | 25 | -12% | -7% | 1% | · | -17 | 0%
CCN(CC)S(=O)(=O)c1ccc(Cl)c(C(=O)OC)c1 | -21% | ? | -4% | 0.2% | 2 | -2% | -1% | 1% | 13% | 3 | 0%
COc1cc2c(cc1NC(=O)CN1CCN(S(=O)(=O)c3ccccc3F)CC1)oc1ccccc12 | 21% | 1% | 0% | -0.5% | -23 | -1% | -5% | 3% | -2% | 2 | -4%
CN(CC(=O)Nc1ccccc1F)Cc1cccs1 | -280%[inhibitor] | ? | 1% | -0.9% | 27 | -1% | 3% | 3% | 0% | 2 | 0%
Cn1nnnc1SCc1ccccc1F | 12% | ? | -3% | -1.7% | -10 | -2% | 15% | -4% | -11% | -4 | 4%
Cn1nc(C(=O)Nc2cccc(S(=O)(=O)N3CCCC3)c2)c2ccccc2c1=O | 11% | ? | -1% | -0.7% | ? | 10% | · | · | · | · | -7%
CC1CCc2ccc(F)cc2N1S(=O)(=O)c1cccs1 (centres undefined) | 0% | -3% | -4% | -0.5% | -14 | 10% | -1% | -4% | 2% | -7 | 1%
Cc1cc(C)n(CCNc2nc3nonc3nc2N2CCCCC2)n1 | 40% | -3% | 1% | 9.0% | 10 | 1% | 0% | -1% | 17% | 0 | 1%
CCN(Cc1nc2cc(Cl)ccc2c(=O)[nH]1)C(=O)C1CC(=O)N(c2cccc3ccccc23)C1 (centres undefined) | -5% | ? | -9% | 0.5% | -20 | -3% | · | · | · | · | -2%
COc1ccc(C(=O)CSc2ccccc2C(=O)O)cc1 | -19% | ? | -7% | -0.2% | 11 | 1% | -2% | 7% | 1% | 6 | 3%
O=C(NCCSc1ccc(Br)cc1)c1ccccc1 | 13% | -17% | 0% | -0.5% | 16 | -3% | -1% | 5% | 16% | 1 | -3%
O=C(COc1ccc(C(=O)O)cc1)Nc1cccc(C(F)(F)F)c1 | 2% | 0% | -7% | -0.5% | -11 | -4% | 13% | 3% | -8% | 4 | -2%
COc1cc(C(=O)OC(C)CN2CCCCC2)cc(OC)c1OC (centres undefined) | 16% | ? | 0% | -0.4% | 0 | 1% | -1%[11.5 µM] | -3% | -2% | -1 | 2%
CCCn1c(SCC(=O)Nc2cccc(C(=O)OCC)c2)nnc1-c1ccoc1C | 23% | 3% | 0% | 0.0% | 10 | -5% | 2% | 2% | 3% | 0 | -14%
O=C1OC2(O)C3C4C=CC(C4)C3C(=O)N2c2ccccc21 (centres undefined) | 3% | -2% | -2% | 0.0% | 5 | 3% | 0% | 0% | · | -1 | 1%
CCOc1ccc(-c2nnc(SCC(=O)NC(C)(C)C)nc2-c2ccc(OCC)c(OC)c2)cc1OC | -45% | -7% | -5% | 1.0% | 2 | 1% | · | · | -4% | -2 | -16%
COc1ccc(NC(=O)CN(C)C(=O)CSc2ccc3c(c2)OCCO3)cc1 | -4% | 0% | 0% | -0.2% | -7 | 0% | -4% | -3% | · | · | 6%
CCn1c(CNC(=O)Cc2ccc(OC)cc2)nnc1SCC(=O)Nc1nccs1 | 0% | -2% | -4% | -0.1% | -27 | -1% | 4% | -1% | 7% | 3 | 0%
Cc1cc(NC(=O)CCC(=O)N(Cc2ccco2)C(C(=O)NC2CCCC2)c2ccc(F)cc2)no1 (centres undefined) | -6% | 9% | 1% | -0.1% | 11 | -7% | 1% | 1% | -16% | 0 | 1%
O=C(c1cc2ccccc2cc1O)N1CCCC1 | 11% | 1% | -2% | 0.3% | -14 | 1% | · | 1% | 11% | 0 | 42%[activator]
CCCNC(=O)CN(CCc1ccccc1)S(C)(=O)=O | -24% | ? | -7% | 0.1% | 11 | 1% | -1% | -2% | · | 2 | 1%
CCOc1cc(/C=C(\C#N)C(=O)Nc2cccc(C(=O)O)c2)cc(Br)c1OC(=O)c1ccc(OC)cc1 | 18% | ? | 0% | -0.4% | 31[activator] | -5% | 1% | -13% | 78%[activator] | 0 | ?
COc1cc(-c2nnc(SCC(=O)N(Cc3ccccc3)C(C)(C)C)o2)cc(OC)c1OC | -37% | -10% | ? | -1.1% | -1 | -2% | 1% | 1% | 3% | 0 | -4%
